# SKKanGAS inh = blocks kanamycin growth of S. pyogenes SKKanGAS strain | inhibition, % at 7.5 µM | hit rate 1.3% among 300,000 | BacTiter-Glo, 6 h;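 active = mean replicate score, as percent of positive control median, at least 50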;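 note: strain carries kanamycin resistance gene driven by streptokinase promoter and grows in 40 µg/ml kanamycin; loss of luminescence reflects streptokinase promoter inhibition or plain growth inhibition; 0% = median of DMSO wells and 100% = positive control at its reference dose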
# MrgX1 antag = human MrgX1 receptor antagonism, primary screen; B-score at 10 µM; MRGX1-HEK293 calcium flux, Fluo-4, BAM8-22 antagonism; stronger effect = lower value; Q96LB2; hit rate 1.3% among 310,000;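 active = calcium-response B-score plate-corrected more than 3 library SD below zero, starting fluorescence within 5 deviations, no agonist response on first addition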;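 note: peak minus trough fluorescence over baseline after final BAM8-22 challenge near maximal dose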
# TRPC6 activator = mouse TRPC6 channel activation. HEK293-TRPC6 membrane potential dye fluorescence; stronger effect = higher value. AID 2550. B-score at 10 µM. hit rate 0.13% among 310,000;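 active = B-score of the integrated fluorescence ratio above library mean plus 3 SD, and starting fluorescence ratio within library mean plus 5 SD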;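 note: higher score means more depolarization so channel activation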
# Target sequence (Q61143 whole entry, looked up): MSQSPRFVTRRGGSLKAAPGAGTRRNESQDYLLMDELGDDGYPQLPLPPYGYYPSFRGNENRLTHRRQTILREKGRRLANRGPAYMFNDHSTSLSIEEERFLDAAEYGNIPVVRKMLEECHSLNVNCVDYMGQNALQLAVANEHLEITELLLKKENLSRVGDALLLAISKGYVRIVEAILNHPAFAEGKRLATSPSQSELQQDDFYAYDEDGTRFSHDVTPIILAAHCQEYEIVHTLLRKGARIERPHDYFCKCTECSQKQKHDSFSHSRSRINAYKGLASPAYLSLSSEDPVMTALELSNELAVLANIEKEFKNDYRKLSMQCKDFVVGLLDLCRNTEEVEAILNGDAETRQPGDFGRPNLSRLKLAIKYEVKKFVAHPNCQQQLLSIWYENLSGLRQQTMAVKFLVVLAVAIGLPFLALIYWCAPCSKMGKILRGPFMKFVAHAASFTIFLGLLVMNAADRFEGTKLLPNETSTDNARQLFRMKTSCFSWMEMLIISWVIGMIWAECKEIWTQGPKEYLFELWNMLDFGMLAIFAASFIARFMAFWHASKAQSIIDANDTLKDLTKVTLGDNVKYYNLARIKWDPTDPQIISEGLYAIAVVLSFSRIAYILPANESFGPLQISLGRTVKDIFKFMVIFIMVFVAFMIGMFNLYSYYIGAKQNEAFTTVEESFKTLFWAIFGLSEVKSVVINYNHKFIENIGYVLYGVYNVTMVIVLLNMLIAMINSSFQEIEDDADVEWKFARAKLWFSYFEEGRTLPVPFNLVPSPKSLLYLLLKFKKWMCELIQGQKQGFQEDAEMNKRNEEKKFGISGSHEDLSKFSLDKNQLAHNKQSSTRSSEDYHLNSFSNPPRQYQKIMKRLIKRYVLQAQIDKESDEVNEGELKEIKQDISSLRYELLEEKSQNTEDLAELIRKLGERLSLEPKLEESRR
# TRPC6 inhibitor = blocks the mouse TRPC6 cation channel; Q61143; HEK293-TRPC6, membrane potential dye, ACh-evoked depolarization; stronger effect = lower value; B-score at 10 µM; hit rate 1.1% among 310,000; AID 2553;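 active = B-score under library mean minus 3 SD, initial fluorescence not abnormally high, positive integrated signal ratio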;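 note: B-score derived from integrated fluorescence ratio over the kinetic read; more negative B-score means stronger inhibition of depolarization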
# TRPC4 act = TRPC4 (mouse) channel activation; Q9QUQ5; HEK293 TRPC4beta/mu-opioid, Fluo4 calcium fluorescence; stronger effect = higher value; B-score at 10 µM; hit rate 0.49% among 310,000; AID 2237;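 active = B-score above 5 SD of library B-scores, and initial fluorescence ratio not above library mean plus 5 SD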;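 note: positive B-score marks a calcium rise read as TRPC4 activation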
#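 Incubation: 45 min room-temperature Fluo4 loading, 110 s read / System: HEK293 cells stably co-expressing mouse TRPC4beta and mu-opioid receptor / Signal: Fluo4 fluorescence, kinetic / Control set: buffer (low) and maximal DAMGO (high) / Measure: integrated baseline-normalised fluorescence ratio, converted to per-well B score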
# KLF5 inhibitor = suppresses KLF5 promoter-driven expression; DLD-1 KLF5 promoter-luciferase reporter, luminescence; inhibition, % at 5 µM; hit rate 0.23% among 290,000; AID 1700;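 active = inhibition above a per-plate limit of that plate's mean compound inhibition plus 3 SD, cut at about 60% in these data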;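 note: 0% = DMSO wells and 100% = LY294002 at 200 µM; higher means less KLF5 promoter-driven luciferase light; inactives centre near -14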
# aSyn 5UTR inh = 5' untranslated region of α-synuclein, MLPCN primary screen; alpha-synuclein 5'UTR reporter, inhibitor activity; inhibition, % (tested at 7.5 µM); hit rate 0.82% among 300,000; AID 1813; in the data active = inhibition above about 60%;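 note: H4 neuroglioblastoma cells stably carrying SNCA 5'UTR luciferase fusion; 0% = DMSO wells and 100% = positive control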
# TRPC4 potent = allosterically enhances the mouse TRPC4 cation channel. Q9QUQ5. HEK293 TRPC4beta/mu-opioid, DAMGO EC20, Fluo-4 Ca2+ flux; stronger effect = higher value. B-score at 10 µM. hit rate 0.42% among 310,000;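 active = B-score of calcium response area above 5 SD of library B-scores, with initial fluorescence ratio within 5 SD of library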;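 note: B-score of integrated fluorescence ratio over time as area under calcium response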
# HIF act = HIF pathway transcriptional activation; AID 1910; activation, % at 7.5 µM (by protocol); U2OS HRE-luciferase reporter, luminescence; normalized: DMSO 0%, desferrioxamine 100%; hit rate 0.32% among 300,000;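 active = mean activation of at least 10% of the iron chelator positive control signal, with at least half of replicates also reaching 10%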
# TRPC4 inh = inhibitors of mouse TRPC4 channel; Q9QUQ5; B-score at 10 µM; hit rate 0.39% among 300,000; HEK293 TRPC4beta/mu-opioid, DAMGO-evoked Fluo4 calcium flux; stronger effect = lower value;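 active = B-score over 3 SD under the library average, no early fluorescence shift, positive overall ratio signal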
#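 Signal: kinetic Fluo4 fluorescence imaging of calcium influx. Material: stable TRPC4beta/mu-opioid receptor HEK293 cells. Probe or stimulus: DAMGO in two steps, submaximal then maximal.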
# IEC-6 tox = counter-screen for KLF5 inhibitors: cytotoxicity in IEC-6 cells. IEC-6 cytotoxicity, luminescence viability. inhibition, % at 5 µM. hit rate 0.78% among 290,000; in the data active = inhibition above about 22%;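 note: 0% = plate median of test compound wells and 100% = cytotoxic reference compound wells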
# The depositor's hits bear a star; i = inactive; · = not tested or not shown. Compounds were not picked by outcome, and some 5.8% of all compounds hit somewhere here.
# Values run as follows: aSyn 5UTR inh	TRPC4 potent	MrgX1 antag	SKKanGAS inh	HIF act	IEC-6 tox	TRPC6 activator	TRPC4 act	TRPC4 inh	TRPC6 inhibitor	KLF5 inhibitor
(1) CCN1C(=O)CC(N2CCC(C(=O)N3CCOCC3)CC2)C1=O (stereo not drawn)
  -33	i	i	-12	-0.4	-1	i	i	i	i	-7
(2) Cn1c(=O)[nH]c(=O)c2c1nc(Br)n2C/C=N/NC(=O)c1ccccc1
  -54	i	i	0	1.7	3	i	i	i	i	-165
(3) O=C(N/N=C/c1ccco1)c1ccccc1OCc1ccccc1Cl
  -17	i	i	-3	-0.1	0	i	i	i	i	-14
(4) NC(=O)c1ncc(C(F)(F)F)cc1Oc1cccc(C(F)(F)F)c1
  25	i	i	-3	0.3	-2	i	i	i	i	-36
(5) CCCCOC(=O)C1=C(C)Nc2nnnn2C1c1ccccc1Cl (stereo not drawn)
  -1	i	i	2	-1.0	1	i	i	i	i	3
(6) Oc1ccccc1OCC(O)c1ccccc1 (stereo not drawn)
  -14	i	i	2	-0.3	8	i	i	i	i	-2
(7) Cc1ccc2c(c1)c1c(n2CC(O)CNC2CCCCC2)CCCC1 (stereo not drawn)
  38	i	i	-4	-0.4	-4	i	i	i	i	-6
(8) CCC(=O)N1CCc2cc(S(=O)(=O)NC(Cc3ccccc3)C(=O)Nc3nccs3)ccc21 (stereo not drawn)
  12	i	i	-7	-1.0	3	i	i	i	i	-31
(9) O=S(=O)(c1ccc2ncn(O)c2c1)N1CCOCC1
  6	i	i	-8	-0.1	2	i	i	i	i	-31
(10) O=C(NCCc1ccc(Cl)cc1)c1nnc(Cc2ccc(Cl)cc2)o1
  -8	i	i	-6	-0.1	-7	i	i	i	i	-25
(11) CC(C)CNC(=O)c1cc2nc3c(c(C(F)(F)F)n2n1)CCc1ccccc1-3
  -27	i	i	-4	0.5	-8	i	i	i	i	15
(12) CC(NCc1cccs1)c1ccccc1 (stereo not drawn)
  15	i	i	-1	-0.4	-8	i	i	i	i	-8
(13) O=C(COc1ccccc1[N+](=O)[O-])Nc1cc(C(=O)O)cc(C(=O)O)c1
  6	i	i	3	0.5	-3	i	i	i	i	5
(14) OCCN1CCN(c2ncnc3c2c(-c2ccccc2)cn3-c2ccc(F)cc2)CC1
  15	i	i	0	-0.2	0	i	i	i	i	-9
(15) COc1ccccc1N1C(=O)C2C(C(=O)c3ccccc3)=NN(c3ccc(Br)cc3)C2C1=O (stereo not drawn)
  13	i	i	46	-0.6	0	i	i	i	i	-14
(16) COc1cc(C2C(C#N)=C(N)OC3=C2C(=O)CCC3)cc2c1OCO2 (stereo not drawn)
  -18	i	i	0	1.8	1	i	i	i	i	6
(17) N=c1n(Cc2ccccc2)c2ccccc2n1CC(O)c1ccccc1 (stereo not drawn)
  -21	i	-5.6*	-2	-0.6	12	i	i	i	-7.8*	-33
(18) CC(C)CCNC(=O)c1ccc(OC2CCN(S(=O)(=O)N(C)C)CC2)cc1
  -39	i	i	12	1.2	5	i	i	i	i	-77
(19) COc1ccc(CN(C)C2CCCCC2)cc1
  -15	i	i	-7	-0.3	-3	i	i	i	i	-19
(20) Cc1ccc(-n2c(SCC(N)=O)nnc2-c2ccc(S(=O)(=O)N3CCCCC3)cc2)c(C)c1
  7	i	i	4	-0.9	-3	i	i	i	-6*	-4
(21) CC(C)C(=O)Nc1nnc(SCC(=O)N2C(C)CCCC2C)s1 (stereo not drawn)
  5	i	i	-1	-0.2	-2	i	i	i	i	5
(22) O=C(COc1nsnc1N1CCOCC1)Nc1ccc(Cl)cc1
  -10	i	i	-2	0.0	4	i	i	i	i	3
(23) Cc1cc(OCCn2ccnc2)ccc1C(C)C
  3	i	i	6	0.6	4	i	i	i	i	-31
(24) O=C(C1CCN(c2nnc(-n3cccc3)s2)CC1)N1CCc2ccccc2C1
  8	i	i	5	-0.1	0	i	i	i	i	-2
(25) O=C(Cn1cnc2ccccc2c1=O)NCCC(=O)Nc1ccc2c(c1)OCCO2
  -4	i	i	-1	0.3	6	i	i	i	i	-21
(26) O=C(Nc1ccc(N2CCCCC2)cc1)c1cncc(Br)c1
  -128	i	i	3	5.9	-2	i	i	i	i	-110
(27) COc1ccccc1N1CCN(CC(=O)c2ccc3ccn(C(C)=O)c3c2)CC1
  -32	i	i	-2	0.0	-10	i	i	i	i	-10
(28) CCOc1ccccc1NC(=O)COc1coc(CN2CCCc3ccccc32)cc1=O
  24	i	i	-7	-0.5	·	i	i	i	i	·
(29) CSC1=NCCN1S(=O)(=O)c1ccc2ccccc2c1
  17	i	i	-4	0.7	-1	i	i	i	i	-16
(30) CCOC(=O)c1c(-c2ccc(C)o2)csc1NC(=S)NC(=O)c1cccs1
  9	i	i	61*	0.1	6	i	i	i	i	-11
(31) Cc1cc(C)cc(N(C(=O)c2csnn2)C(C(=O)NC(C)(C)C)c2ccncc2)c1 (stereo not drawn)
  3	i	i	-1	-0.2	0	i	i	i	i	-17
(32) OCCNCc1ccc(OCc2ccc(Cl)cc2Cl)cc1
  -84	i	i	8	0.1	10	i	i	i	-6.7*	-55
(33) COC(=O)c1sccc1NC(=O)c1ccc(Br)o1
  23	i	i	8	-0.2	2	i	i	i	i	1
(34) CNC(=S)N1N=C(c2ccc(Br)cc2)CC1c1ccc(OC)cc1 (stereo not drawn)
  -7	i	i	7	-0.3	0	i	i	i	i	-22
(35) COC(=O)c1cc(-c2cccc([N+](=O)[O-])c2)c2c(=O)n(C)c(=O)n(C)c2n1
  -6	i	i	8	-0.8	3	i	i	i	i	-23
(36) N#Cc1cc(-c2ccccc2)cnc1Cl
  13	i	i	24	-0.2	-2	i	i	i	i	11
(37) Cc1cccc(NC(=O)CSc2nncn2-c2ccccn2)c1
  -17	i	i	-1	0.3	7	i	i	i	i	-7
(38) CC(C)(C)NC(=O)NCC1CCCC1NC(=O)NC(C)(C)C (stereo not drawn)
  -6	i	i	-3	-1.6	0	i	i	i	i	-36
(39) Cc1nc2ccccc2n1CC(=O)NC1CCCCCC1
  -13	i	i	10	0.0	-2	i	i	i	i	-7
(40) Cc1ccc2c(NC(=O)C3CC3)c(C)ccc2n1
  ·	i	·	-4	·	2	i	i	i	i	-7
(41) CN1C(=O)C2(NCCc3c2[nH]c2ccccc32)c2ccccc21 (stereo not drawn)
  4	i	i	-1	0.0	4	i	i	i	i	8
(42) N#CCCN1CCN(S(=O)(=O)c2cc(Cl)ccc2Cl)CC1
  6	i	i	-3	-0.3	-5	i	i	i	i	-11
(43) COc1ccc(C(=O)NN2CCOCC2)cc1[N+](=O)[O-]
  1	i	i	10	0.0	0	i	i	i	i	-1
(44) CC(C)Nc1cc(C(F)(F)F)nc(-c2ccccn2)n1
  -3	i	i	1	-0.2	11	i	i	i	i	-19
(45) COc1ccccc1C(=O)NC1CCCCCCC1
  -71	i	-11*	-5	3.5	1	i	i	i	i	-36
(46) N#Cc1ccc(NC(=O)c2cccs2)nc1
  -47	i	i	-1	2.6	5	i	i	i	i	-63
(47) CCN1CCN(c2nc(N(C)c3ccccc3)nc(N)c2[N+](=O)[O-])CC1
  28	i	i	-7	-1.1	-2	i	i	i	i	-34
(48) CNC(=O)COC(=O)c1ccccc1Oc1ccccc1
  -20	i	i	3	-0.2	0	i	i	i	i	3
(49) CC1(C)S[C@@H]2C(C(=O)OCc3ccccc3)NC(=O)N2C1C(=O)OCc1ccccc1 (stereo partly drawn)
  -10	i	i	21	-0.1	·	i	i	i	i	·
(50) Cc1noc(C)c1COC(=O)COc1ccc2c(C)cc(=O)oc2c1
  -10	i	i	-4	-1.0	-2	i	i	i	i	19
(51) CCCOc1ccccc1C1NC(=O)NC(C)=C1C(=O)OCCOC(C)C (stereo not drawn)
  11	i	i	-4	-0.1	0	i	i	i	i	15
(52) Cc1cccc(CN2C[C@]34C=C[C@@H](C[C@@H]3S2(=O)=O)O4)c1
  -1	i	i	-4	0.3	·	i	i	i	i	·
(53) COc1ccc(C(C)=O)cc1COC(=O)c1cc(C)oc1C
  ·	i	i	·	·	-1	i	i	i	i	-19
(54) CCOc1ccc(Oc2c(/C=N/NC(N)=O)c(C)nn2-c2ccccc2)cc1
  26	i	i	-11	-0.2	4	i	i	i	i	-9
(55) CC(=O)N(C(C)=O)c1ncc2c([nH]c3ccccc32)c1C#N
  65*	i	i	-7	0.4	1	i	i	i	i	-3
(56) O=C(NCc1ccccc1)N1CCC(c2nc3ccccc3[nH]2)CC1
  8	i	i	-9	-0.1	-5	i	i	i	i	5
(57) Cc1cc(N/N=C/c2ccccc2O)c2ccccc2n1
  -113	i	i	-1	3.4	-4	i	i	i	i	-56
(58) Cc1ccc(CCNS(=O)(=O)c2cc(Br)cnc2N)cc1
  -10	i	i	-6	0.3	1	i	i	i	i	-19
(59) CC(NC(=O)CCCOc1ccc(Cl)cc1)c1ccccc1 (stereo not drawn)
  3	i	i	-4	0.0	1	i	i	i	i	-25
(60) O=C(Nc1ccccc1N1CCCCC1)c1cccc(OC(F)F)c1
  20	i	i	22	-0.3	0	i	i	i	i	9

# (continued)
# Values run as follows: aSyn 5UTR inh	TRPC4 potent	MrgX1 antag	SKKanGAS inh	HIF act	IEC-6 tox	TRPC6 activator	TRPC4 act	TRPC4 inh	TRPC6 inhibitor	KLF5 inhibitor
(61) CC(=O)Nc1ccc(C2=NN(CC#N)C(=O)SC2)cc1
  -1	i	i	-6	0.2	-2	i	i	i	i	-19
(62) Cc1ccccc1OCc1nc2ccccc2c(=O)n1/N=C/c1c[nH]c2ccccc12
  -30	i	i	7	0.1	-3	i	i	i	i	-25
(63) CCCN(c1ccc(OCC)cc1)c1ncnc2nc[nH]c12
  10	i	i	-1	0.7	9	i	i	i	i	16
(64) COC(=O)c1cc(S(=O)(=O)N2CCCC2)c(Cl)cc1Cl
  8	i	i	-7	-0.4	-1	i	i	i	i	-37
(65) Cc1cc(C=C(C#N)C#N)c(C)n1-c1ccccc1
  -60	i	i	0	-1.0	2	i	i	i	i	-25
(66) COc1cccc(CNc2ccc([N+](=O)[O-])cc2Cl)c1O
  -43	i	i	22	0.9	-4	i	i	i	i	-6
(67) O=C1CCC(C(=O)N2CCN(c3cnccn3)CC2)CN1CCc1cccc(F)c1 (stereo not drawn)
  -16	i	i	-3	0.4	-4	i	i	i	i	-25
(68) CN1CCN(C(=O)C2CCCN(S(=O)(=O)c3ccc(Br)cc3)C2)CC1 (stereo not drawn)
  10	i	i	-13	-0.4	-1	i	i	i	i	-43
(69) O=C(c1ccccc1)c1ccc(OCCCCN2CCCCC2)cc1
  2	i	i	-2	-0.2	0	i	i	i	i	-13
(70) CNc1nn(-c2cccc(Cl)c2)nc1N
  -97	i	i	-15	0.5	5	i	i	i	i	-64

# Compound activity (PubChem BioAssay)
